# Bioassay records as filed in PubChem BioAssay.
# CRFBP-R2 block: blocks CRF-induced signaling of the CRF-BP/CRF-R2 complex; 350,000 tested, 0.59% active; inhibition, % at 11.8 µM; AID 588475; HEK293 CRF-R2/CRF-BP, CRF-induced calcium fluorescence;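 active means inhibition of the ligand-induced calcium signal above about 50% at the single tested concentration, limit read from the data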
# GalR3 antagonist: blocks the human galanin receptor 3 | O60755 | HEK293 GalR3-CNG cAMP membrane potential fluorescence; galR3 body fused to GalR1 C-terminus | inhibition, % at 3 µM | 360,000 tested, 0.44% active | AID 651719;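 active means inhibition above the screen-wide average plus 3 SD, cut at about 13% in these data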;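 further: forskolin and galanin both at EC90 stimulate the cells; cAMP rise reported by CNG channel membrane potential dye signal; 0% = forskolin plus galanin with DMSO and 100% = forskolin alone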
# IDE inh: inhibits human insulin-degrading enzyme in HEK cells | P14735 | FAbetaB cleavage, fluorescence polarization | inhibition, % at 5.59 µM | 320,000 tested, 0.41% active | AID 434962;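 active means percent inhibition above the average of all tested compounds plus 3 SD, set per screening campaign, cut at about 16% in these data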;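 further: IDE supplied by intact live HEK cells; FP after avidin binding of uncleaved biotin substrate so inhibition keeps polarization high; 0% = DMSO wells and 100% = 60 µM reference IDE inhibitor Ii1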
# Target sequence (P14735 whole entry, looked up): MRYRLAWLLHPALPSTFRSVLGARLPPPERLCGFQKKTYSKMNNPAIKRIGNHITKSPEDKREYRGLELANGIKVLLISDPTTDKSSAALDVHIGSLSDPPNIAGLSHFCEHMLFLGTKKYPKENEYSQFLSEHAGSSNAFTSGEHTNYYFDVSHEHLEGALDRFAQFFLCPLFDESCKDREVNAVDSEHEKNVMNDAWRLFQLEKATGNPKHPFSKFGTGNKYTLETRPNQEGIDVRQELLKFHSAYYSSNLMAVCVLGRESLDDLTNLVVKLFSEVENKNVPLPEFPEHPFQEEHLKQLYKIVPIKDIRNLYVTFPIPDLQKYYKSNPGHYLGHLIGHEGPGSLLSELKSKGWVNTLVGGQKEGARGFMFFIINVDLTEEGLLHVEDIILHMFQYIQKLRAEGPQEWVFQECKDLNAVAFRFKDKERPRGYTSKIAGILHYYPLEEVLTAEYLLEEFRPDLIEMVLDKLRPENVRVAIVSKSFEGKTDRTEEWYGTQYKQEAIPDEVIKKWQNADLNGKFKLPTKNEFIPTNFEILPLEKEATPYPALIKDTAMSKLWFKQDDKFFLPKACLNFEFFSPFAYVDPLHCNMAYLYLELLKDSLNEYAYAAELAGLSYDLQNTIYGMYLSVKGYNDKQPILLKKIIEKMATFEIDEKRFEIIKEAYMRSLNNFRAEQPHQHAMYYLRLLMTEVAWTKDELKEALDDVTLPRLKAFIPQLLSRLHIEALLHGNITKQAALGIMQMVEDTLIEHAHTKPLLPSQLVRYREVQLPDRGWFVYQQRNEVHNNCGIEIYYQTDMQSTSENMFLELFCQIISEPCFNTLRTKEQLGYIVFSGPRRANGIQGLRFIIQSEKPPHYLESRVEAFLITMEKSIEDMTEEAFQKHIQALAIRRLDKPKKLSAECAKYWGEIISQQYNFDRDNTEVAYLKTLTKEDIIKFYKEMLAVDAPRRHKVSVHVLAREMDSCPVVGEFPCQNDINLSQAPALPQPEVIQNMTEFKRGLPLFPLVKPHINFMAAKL
# IMP-1 inhibitor: inhibitors of Pseudomonas aeruginosa IMP-1 metallo-beta-lactamase | purified IMP-1, nitrocefin hydrolysis, epi-absorbance fluorescence | inhibition, % at 5.6 µM | 290,000 tested, 0.45% active;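 active means inhibition above the mean plus 3 SD of all compounds in the same screening run, cut at about 4.5% in these data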;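 further: 0% = IMP-1 with DMSO and 100% = DMSO wells lacking enzyme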
#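 Test system: recombinant IMP-1 enzyme, purified / Medium: HEPES buffer pH 7.1 with ZnSO4 and Brij 35 / Doses: single dose, 5.6 µM / Times: 25 °C, 15 min preincubation, 25 min reaction / Detection: Epi-absorbance via hydrolysed-nitrocefin quenching of white-plate fluorescence, 480/530 nm, EDTA stop / Evaluation: percent inhibition from optical density relative to buffer-blank wells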
# IDE act: IDE (human) activation, cell-based; P14735; HEK cells, FAbeta-B cleavage, fluorescence polarization; 0% vehicle, 100% cell-free pure enzyme wells; activation, % at 5.96 µM; 340,000 tested, 0.073% active;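 active means activation above the mean of all tested compounds plus 3 SD, set per screening campaign, cut at about 17% in these data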
# SUMO HTRF inh: SUMOylation inhibition. P63279. HTRF SUMOylation assay, SAE1/SAE2 + UBC9, in vitro. inhibition, % at 35 µM. 290,000 tested, 0.36% active; in the data active means inhibition above about 50%, passing the limit was not always enough; further: strong numbers were not always called active
# pCIP destab: lowers stability of the mouse p/CIP coactivator protein | Q05BA5 | F442A p/CIP-EGFP cells, EGFP fluorescence, 16 h | decrease of EGFP signal, % at 10 µM | 290,000 tested, 0.01% active;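 active means EGFP signal decrease of at least 30% at 10 µM or well 3 SD below plate mean, unless failing retest; inactive means the rest, including hits failing retest or dose response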; further: some compounds called inactive have numbers as strong as hits; many of its hits are not listed in these tables
# VIM-2 inhibitor: blocks Pseudomonas aeruginosa VIM-2 metallo-beta-lactamase; purified VIM-2, nitrocefin hydrolysis, epi-absorbance fluorescence; inhibition, % at 5.6 µM; 290,000 tested, 0.89% active; AID 1527;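 active means inhibition above the mean of all tested compounds plus 3 SD, cutoff set per screening run, cut at about 7.5% in these data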;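 further: red hydrolysis product quenches plate fluorescence so inhibitors raise well fluorescence; 0% = enzyme with DMSO and 100% = DMSO without enzyme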
# NS3 helicase inh: inhibitors of Hepatitis C virus NS3 helicase; AID 1800; NS3 helicase DNA unwinding, Cy5 molecular beacon fluorescence; inhibition, % at 10.9 µM; 290,000 tested, 0.56% active;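 active means inhibition above the mean of all tested compounds plus 3 SD, set per campaign, cut at about 35% in these data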;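 further: 0% = DMSO wells and 100% = thioflavine S control wells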
#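 Compound dosing – single dose, 10.9 µM nominal final, DMSO 0.8% final · System – NS3 helicase fragment of HCV · Buffer or medium – MOPS pH 6.5, MgCl2, DTT, Tween20, BSA · Signal – Cy5 beacon fluorescence read at start and 1 h · Also added – annealed dual-labelled DNA beacon duplex, ATP-started · Schedule – 1 h at 25 °C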
# Starred values were filed as active, the others as inactive; . = no result given.
CRFBP-R2 block,Compound,GalR3 antagonist,IDE inh,IMP-1 inhibitor,IDE act,SUMO HTRF inh,pCIP destab,VIM-2 inhibitor,NS3 helicase inh
1,O=C(NCC(c1ccco1)N1CCN(c2ccccc2)CC1)OCc1ccccc1 (stereo not drawn),-2,5,-4.4,6,-30,-11,-0.9,-1
-12,C/C=C/c1cc(CN2CCN(c3ccccc3)CC2)c(O)c(OC)c1,-4,-1,-1.5,5,-10,4,-2.6,1
.,CC(=O)Nc1ccccc1C(=O)C(=O)Nc1cccc(C(=O)NCc2ccc(C)cc2)c1,-3,4,-2.7,.,-5,2,-2.3,-6
-4,CC/C(=N\NC(=O)COc1ccc(Br)cc1)c1ccc(OC)c(OC)c1,1,5,-2.0,-3,13,-1,-1.9,-7
11,NS(=O)(=O)c1ccc(CCNC(=O)COC(=O)c2nc(Cl)ccc2Cl)cc1,-6,-4,.,-1,.,.,.,.
8,CCN1CCN(CCC(=O)Nc2ccc(Br)c(C)c2)CC1,-2,1,-3.3,5,0,2,-2.8,-7
-6,Cc1ccccc1CN1[C@@H](CC2CCCCC2)COCCS1(=O)=O,-5,3,-2.2,3,-9,-6,0.2,-15
-15,CC(=O)c1cnc2c(-c3ccccc3)cnn2c1C,-1,1,-3.8,0,3,-10,1.8,9
-9,Cc1c(O)ccc(/C=N/Nc2nc(-c3cccnc3)nc3ccccc23)c1O,-3,-2,-2.2,2,24,-11,-2.2,-25
-5,CC(=NNC(=O)c1cc(C)nc2ccccc12)c1ccc(N2CCOCC2)cc1,-2,12,.,6,.,.,.,.
-71,Brc1cc(Br)c2nc(-c3ccc(N4CCOCC4)cc3)ccc2c1,.,.,0.3,-3,-10,8,-0.1,14
-1,O=c1c2ccccc2c(C=NCCc2ccccc2)c(O)n1Cc1ccccc1,-3,-3,-2.2,2,14,-5,0.7,-11
-51,CCN(CC)c1ccc(/C=C/c2cc(-c3ccccc3)c3ccccc3n2)cc1,-5,5,-0.1,-6,5,-185,0.0,15
5,CN(CC(=O)Nc1ccc(N2CCOCC2)cc1)C(=O)CSc1ccc(F)cc1,1,-8,.,3,.,.,.,.
0,CNC(=S)N(CCc1c(C)[nH]c2ccc(OC)cc12)Cc1cc(OC)c(OC)c(OC)c1,3,4,1.3,4,-3,10,-3.3,-13
-18,CC(C)(C)C(=O)Nc1ccc(C(=O)COC(=O)c2ccccn2)cc1,-4,-2,.,0,.,.,.,.

# Overlap with the part before: 3 compounds, then new ones.
CRFBP-R2 block,Compound,GalR3 antagonist,IDE inh,IMP-1 inhibitor,IDE act,SUMO HTRF inh,pCIP destab,VIM-2 inhibitor,NS3 helicase inh
5,CN(CC(=O)Nc1ccc(N2CCOCC2)cc1)C(=O)CSc1ccc(F)cc1,1,-8,.,3,.,.,.,.
0,CNC(=S)N(CCc1c(C)[nH]c2ccc(OC)cc12)Cc1cc(OC)c(OC)c(OC)c1,3,4,1.3,4,-3,10,-3.3,-13
-18,CC(C)(C)C(=O)Nc1ccc(C(=O)COC(=O)c2ccccn2)cc1,-4,-2,.,0,.,.,.,.
-3,Cc1ccc(S(=O)(=O)N(Cc2c(F)cccc2Cl)C(=O)N2CCN(C)CC2)cc1,-5,-6,.,6,.,.,.,.
2,COc1cc(OC)c2cc(C(=O)N[C@@H](Cc3ccccc3)C(=O)O)n(C)c2c1,-10,.,-2.9,2,6,8,-1.3,1
-8,O=C(NC1CCCC1)C(c1ccc(N2CCOCC2)cc1)N(Cc1ccco1)C(=O)c1ccco1 (stereo not drawn),-1,0,-1.4,2,-10,-13,-1.1,4
25,CCOCCCN1CC(=O)N2[C@@H](Cc3c([nH]c4ccccc34)C2(C)C)C1=O,-10,3,-1.6,2,-14,0,1.3,-4
4,CC(C)OC(=O)c1c(-c2ccc(C(C)C)cc2)csc1NC(=O)C1CCCO1 (stereo not drawn),2,0,-1.2,3,30,-7,0.1,6
-23,Cc1ccc2[nH]c3c(N4CCN(Cc5ccccc5)CC4)ncnc3c2c1,10,36*,-2.1,-13,-2,2,-0.9,-32
23,CN(C)c1ccc(NC(=O)c2ccc(COc3cccc(Cl)c3)o2)cc1,-4,7,-2.4,2,-30,1,-2.7,-9
30,N#Cc1ccc(N2CCN(c3ccc(F)cc3)CC2)cc1,-6,7,-1.6,1,14,-7,-0.2,-7
-8,O=C(c1ccc([N+](=O)[O-])cc1[N+](=O)[O-])n1cnc2ccccc21,-5,5,-1.7,-2,-3,8,-0.3,-6
-4,O=S(=O)(c1ccc2c(c1)OCCO2)N1CCC(c2nc3ccccc3s2)CC1,-7,0,-3.9,2,-6,-12,0.8,25
-8,Cn1cnnc1SCC(=O)c1ccc(OC(F)F)cc1,-6,0,-2.5,3,8,0,0.3,9
-10,O=c1[nH]c2ccc(S(=O)(=O)N3CCCCC3)cc2[nH]1,-2,-3,-0.2,1,9,0,-1.1,6
15,Cc1nn(-c2ccccn2)c2c1C(c1ccncc1)C1=C(CC(C)(C)CC1=O)N2 (stereo not drawn),.,1,-2.5,1,20,-6,-3.4,-3
-97,O=C1NC(c2ccccc2)=C(c2nc3ccccc3s2)C(c2ccc(O)cc2)N1 (stereo not drawn),.,4,-1.9,2,-15,-20,-1.9,-13
7,COCCCNC(=S)Nc1cccc2ncccc12,-6,-4,-3.0,1,44,-5,-1.6,-1
7,CSc1ncccc1C(=O)OCC(=O)c1ccc(S(=O)(=O)N2CCCCC2)cc1,0,7,.,7,.,.,.,.
13,CCCNC(=O)COc1nc2ccccc2nc1N1CCOCC1,3,0,-2.1,1,3,1,-0.4,10
-1,CCOc1ccc(OCCOCCN2CCCC2)cc1,-7,2,-0.7,5,0,6,-1.2,-2
12,CC1=C/C(=C(\c2ccc(O)c(C)c2)c2ccccc2S(=O)(=O)O)C=CC1=O,-7,5,-3.0,-2,6,-18,-1.8,-1
3,CCOC(=O)C1CCCN(C(=O)c2ccc(S(=O)(=O)NCc3ccco3)cc2)C1 (stereo not drawn),-2,6,.,2,.,.,.,.
0,COc1cccc(CCNC(=O)CCc2nnc(-c3ccc4c(c3)OCO4)o2)c1,-5,6,-3.5,2,3,-2,-2.1,-6
3,COC(=O)c1nn(-c2cccc(C)c2)c2nnc(Cc3ccccc3)c(=O)n12,4,7,-1.9,2,7,6,-1.2,-4
0,COc1ccc(Cl)cc1S(=O)(=O)Oc1ccc(NC(C)=O)cc1,-2,-1,0.1,0,33,-6,-6.5,0
-3,Cc1ccc2nc(SCC(=O)NCCCN3CCCC3=O)[nH]c2c1,-3,-1,.,3,.,.,.,.
8,CC1Cc2nc(SCC(=O)Nc3ccc(F)cc3F)n(C)c(=O)c2S1 (stereo not drawn),-1,-2,-1.5,-10,4,-20,-2.2,1
0,CCCCNC(=S)Nc1ccc(-c2nc3ccc(C)cc3s2)cc1,-2,-1,-3.1,0,32,4,-1.9,3
-17,CCCCC(CC)C(=O)Nc1ccc(Nc2ccccc2)cc1 (stereo not drawn),-5,6,-2.3,-4,-31,-9,0.5,-21
-2,CSc1ccccc1NC(=O)c1cc(-c2ccc3c(c2)OCO3)on1,-1,0,-2.3,7,8,8,-2.7,-10
.,CC1CCc2sc(C(=O)OC(C)C(=O)Nc3ncc(Cl)cc3Cl)cc2C1 (stereo not drawn),.,-4,-3.4,.,4,3,0.6,-2
-34,Cc1cc(C)c(OCCCNC2CCCC2)c(Br)c1,-10,4,-0.5,1,10,-6,-1.6,-15
3,CCN(CC)C(=O)CSc1nnc2c3ccccc3n(C)c2n1,-8,4,-5.6,9,10,1,14*,0
-9,O=C(CSc1nccn(-c2cccc(F)c2)c1=O)Nc1ccc(Cl)cc1F,-9,-4,-1.5,-6,16,-12,-1.5,6
1,O=CN1CCN(C(=O)c2ccc(Br)o2)CC1,-1,0,-1.5,-3,16,10,-2.4,1
5,NC(=S)N/N=C1\CC(n2nnnc2-c2ccccc2Cl)C2COC1O2 (stereo not drawn),-2,8,-3.7,0,-9,3,-3.1,-3
4,CCN1C(=O)N(C)C(N(O)C(=O)NC)C1(C)C (stereo not drawn),-5,1,-4.1,0,5,-2,-1.6,7
-11,CCOC(=O)CN1NC2(CCCCCCC2)NC1=S,-4,-1,-4.5,3,16,-9,-4.1,-2
-59,CC(=O)c1c(C)n(-c2ccccc2Br)c2ccc(O)cc12,-9,.,-0.8,-3,18,-13,-0.6,0
8,Cc1ccc(/C=N/NC(=O)c2ccc3ccccc3c2)s1,-2,-3,-3.0,1,18,7,-1.3,7
7,O=C(COc1ccccc1)Nc1c(Cl)ccc2nsnc12,-11,3,-1.1,0,8,4,1.0,-5
-38,Cc1ccccc1-c1nc2cc(NC(=O)C3CC3)ccc2o1,-6,1,-3.4,-4,28,-14,-1.5,-4
21,C=C(C)CN(CC)C(=O)CC1C(=O)NCCN1C (stereo not drawn),-4,-2,-1.1,-2,-12,7,1.4,4
8,Cc1ccc(S(=O)(=O)NCCSc2nncn2C)cc1,3,-2,-5.6,0,2,-5,-0.8,1
-8,Clc1ccc(C2=Nc3cc(Cl)ccc3OC2)cc1,-1,-1,-4.1,15,11,1,-2.4,-2
28,Cc1cc(N2CCN(c3ccccc3)CC2)n2nnnc2n1,1,-3,-2.8,1,11,-6,-4.2,-1
8,COc1ccc(OC)c(Nc2nc(N)c([N+](=O)[O-])c(NCc3ccccc3)n2)c1,-3,-2,0.2,.,26,-4,0.6,-12
15,O=C(O)CCc1ccc(-c2cccs2)n1CC(=O)Nc1ccccc1C(F)(F)F,15*,1,-2.4,8,-9,10,-2.0,13
-5,CN(C)c1ccc(CNC(=O)C2CCN(S(=O)(=O)c3ccc4c(c3)oc(=O)n4C)CC2)cc1,-5,4,-0.4,1,-6,5,-1.6,5
5,O=[N+]([O-])c1ccc(N2CCN(S(=O)(=O)c3ccc(Cl)cc3)CC2)cc1NCC1CCCO1 (stereo not drawn),-5,-3,3.9,0,1,-15,-1.2,-3
-3,CC(NC(=O)C(=O)N1CCCCC1)C(c1cccs1)N1CCN(Cc2ccccc2)CC1 (stereo not drawn),-9,-4,0.6,2,4,-1,-0.5,-1
10,O=C(Nc1c(C(=O)N2CCCCC2)cnn1-c1ccccc1)c1ccccc1F,-2,.,-3.7,1,-2,-3,-1.5,3
-25,COc1cc(-c2nnc(Sc3ccc(C(F)(F)F)cc3[N+](=O)[O-])o2)cc(OC)c1OC,-8,-2,-5.5,2,12,-2,-5.8,3
-1,O=C(NCC(=O)N(c1cccnc1)C(C(=O)NC1CCCC1)c1ccco1)c1cccs1 (stereo not drawn),-1,-3,-3.2,-4,10,-16,-5.5,-2
4,CCc1ccc(NC(=O)C2CCN(S(C)(=O)=O)CC2)cc1,-12,9,-8.2,-2,7,4,-0.8,-8
-12,CC(C)NC(=O)CSc1nccc(-c2cccs2)n1,1,-2,-0.6,-2,19,-4,-1.6,4

# This is a random part of the collection; 3.2% or so of the library scored in one or more.
